Screening data: PubChem, Broad Institute
STK33 kin inh: human STK33 kinase inhibition | Q9BYT3 | ADP-Glo luminescence, MBP substrate | inhibition, % at 12.5 µM | 27,000 compounds, 0.44% hits; in the data active = inhibition above about 20%; inconclusive = no clear call, values can overlap the other calls
Target sequence (Q9BYT3 whole entry, looked up): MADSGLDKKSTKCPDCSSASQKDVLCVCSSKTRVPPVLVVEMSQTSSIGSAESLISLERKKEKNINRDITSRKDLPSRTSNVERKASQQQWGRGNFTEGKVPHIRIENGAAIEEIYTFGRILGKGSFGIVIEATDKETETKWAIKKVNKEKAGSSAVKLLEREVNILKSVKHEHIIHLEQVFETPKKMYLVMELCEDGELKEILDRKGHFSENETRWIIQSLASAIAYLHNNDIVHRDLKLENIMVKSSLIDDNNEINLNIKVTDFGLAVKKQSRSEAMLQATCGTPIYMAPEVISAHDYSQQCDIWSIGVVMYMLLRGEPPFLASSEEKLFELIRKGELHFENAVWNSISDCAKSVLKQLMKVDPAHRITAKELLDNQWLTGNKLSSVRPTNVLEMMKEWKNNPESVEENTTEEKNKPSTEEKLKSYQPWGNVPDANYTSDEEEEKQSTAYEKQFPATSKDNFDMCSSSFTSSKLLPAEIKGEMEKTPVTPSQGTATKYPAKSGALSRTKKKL
p53 PUMA act: re-activators of the mutant p53 pathway; SW480 PUMA-promoter luciferase, p53 mutant reactivation; activation, % at 9.98 µM; 28,000 compounds, 1.5% hits; in the data active = activation above about 52%; inconclusive = no clear call, values can overlap the other calls
Active calls of the source: *; ? = inconclusive; nt = no result given. A portion of the library; the hit share may differ from the screen's.

Values in the order – STK33 kin inh | p53 PUMA act
> C[C@H]1CN([C@@H](C)CO)C(=O)c2cc(NC(=O)Cn3cnnn3)ccc2O[C@@H]1CN(C)C(=O)NC1CCCCC1
 : 2.9 | 7.2
> C=CC(C)(CC/C=C(\C)C(=O)O)O[C@@H]1O[C@H](C)[C@@H](O)[C@H](O)[C@H]1O (some centres not stated)
 : -3.7 | 24.1
> CC(C)NC(=O)Nc1ccc2c(c1)C(=O)N([C@H](C)CO)C[C@H](C)[C@H](CN(C)Cc1ccccc1)OCCCC[C@@H](C)O2
 : 1.1 | 0.2
> C[C@H]1CN([C@@H](C)CO)C(=O)CCCn2nncc2CO[C@@H]1CN(C)C(=O)CCC(F)(F)F
 : -2.8 | nt
> COc1ccc(NC(=O)Nc2ccc3c(c2)C(=O)N([C@@H](C)CO)C[C@@H](C)[C@H](CN(C)S(=O)(=O)c2ccc(OC)cc2)O3)cc1
 : nt | -21.1
> O=C(CSc1nnc(-c2cccnc2)o1)c1ccc(Oc2ccccc2)cc1
 : 3.5 | 12.3
> C[C@@H]1CN([C@@H](C)CO)C(=O)CCCn2cc(nn2)CO[C@H]1CN(C)S(=O)(=O)c1cccc(C#N)c1
 : -0.1 | nt
> COc1ccc(-c2cc(C(F)(F)F)nc(SCC(N)=O)n2)cc1OC
 : -4.8 | -1.1
> C[C@H](CO)N1C[C@H](C)[C@H](CN(C)S(=O)(=O)c2cn(C)cn2)Oc2ncc(-c3cc4ccccc4o3)cc2C1=O
 : 3.2 | 0.6
> O=C(COc1cccc2ccccc12)Nc1cccc(C(=O)O)c1
 : 0.5 | -8.2
> C[C@@H]1CCCCO[C@H](CN(C)C(=O)CCC(F)(F)F)[C@@H](C)CN([C@@H](C)CO)C(=O)c2cc(NC(=O)Cc3ccccc3)ccc2O1
 : nt | -16.0
> CC(=O)c1ccc(NC(=O)CSc2nnc3c4ccccc4n(C)c3n2)cc1
 : -0.8 | 29.3
> COc1ccc(S(=O)(=O)Nc2ccc3c(c2)C(=O)N([C@H](C)CO)C[C@@H](C)[C@H](CN(C)Cc2ccccc2)OCCCC[C@H](C)O3)cc1
 : nt | -4.3
> C[C@@H]1CN([C@H](C)CO)C(=O)c2cccc(NC(=O)Nc3cccc4ccccc34)c2O[C@@H]1CN(C)Cc1ccc(C(=O)O)cc1
 : nt | -5.2
> Cc1noc(C)c1S(=O)(=O)Nc1ccc2c(c1)CC(=O)N([C@@H](C)CO)C[C@H](C)[C@H](CN(C)Cc1ccc(C(=O)O)cc1)O2
 : 2.2 | nt
> C[C@@H]1CN([C@@H](C)CO)C(=O)Cc2cc(NC(=O)CCN3CCOCC3)ccc2O[C@H]1CN(C)C(=O)Nc1ccccc1
 : nt | 11.7
> N#Cc1c(-c2ccccc2)nc(SCC(=O)N(c2ccccc2)c2ccccc2)[nH]c1=O
 : -2.0 | -2.3
> COc1ccc(CN(C)C[C@@H]2OCCCC[C@@H](C)Oc3ccc(NC(=O)Nc4cccc5ccccc45)cc3C(=O)N([C@H](C)CO)C[C@@H]2C)cc1
 : 5.6 | nt
> COc1ccc(-c2nnc(SCc3nc4ccccc4c(=O)[nH]3)n2C)cc1
 : 0.7 | -11.9
> C[C@@H]1CCCCO[C@@H](CN(C)Cc2ccccc2)[C@@H](C)CN([C@H](C)CO)C(=O)c2cc(NC(=O)Nc3ccccc3)ccc2O1
 : -1.0 | nt

Rewritten bar-delimited: entries from further up
Molecule | STK33 kin inh | p53 PUMA act
COc1ccc(-c2nnc(SCc3nc4ccccc4c(=O)[nH]3)n2C)cc1 | 0.7 | -11.9
C[C@@H]1CN([C@H](C)CO)C(=O)c2cccc(NC(=O)Nc3cccc4ccccc34)c2O[C@@H]1CN(C)Cc1ccc(C(=O)O)cc1 | nt | -5.2
C[C@@H]1CN([C@@H](C)CO)C(=O)CCCn2cc(nn2)CO[C@H]1CN(C)S(=O)(=O)c1cccc(C#N)c1 | -0.1 | nt
C[C@H]1CN([C@@H](C)CO)C(=O)CCCn2nncc2CO[C@@H]1CN(C)C(=O)CCC(F)(F)F | -2.8 | nt

(next part)
Values in the order – STK33 kin inh | p53 PUMA act
> COC(=O)Cc1c(C)nc2nc(NCc3cccs3)[nH]n2c1=O
 : -0.7 | 0.6
> O=C(CSc1nnc(-c2ccccc2)n1-c1ccccc1)Nc1cccc(F)c1
 : 8.0 | -9.5
> C[C@H](CO)N1C[C@H](C)[C@H](CN(C)C(=O)Nc2ccc(F)cc2)Oc2ccc(N(C)C)cc2CC1=O
 : -1.4 | nt
> COC1=CC(=O)OC(CCc2ccc(OC)c(OC)c2)C1 (configuration not stated)
 : -0.1 | nt
> C[C@H](CO)N1C[C@H](C)[C@@H](CN(C)Cc2ccc3c(c2)OCO3)Oc2c(NS(=O)(=O)c3ccc(Cl)cc3)cccc2C1=O
 : nt | 9.9
> Cc1sc(NC(=O)CCn2cnc3ccccc3c2=O)c(C#N)c1C
 : -0.3 | 12.7
> CCn1c(SCC(=O)Nc2ccc(F)cc2F)nnc1-c1ccccc1OC
 : 0.6 | -23.2
> COc1ccc(NC(=O)N(C)C[C@H]2Oc3ccc(NS(C)(=O)=O)cc3C(=O)N([C@@H](C)CO)C[C@H]2C)cc1
 : nt | 7.1
> COC(=O)c1cc(NC(=O)CSc2nnc(N)s2)ccc1Cl
 : 0.9 | 6.8
> COc1ccc(OC)c(NC(=O)Nc2cccc(Cn3cccn3)c2)c1
 : 1.6 | 11.8
> C[C@@H]1CN([C@@H](C)CO)C(=O)Cc2cc(NC(=O)CCC(F)(F)F)ccc2O[C@H]1CN(C)C
 : nt | 2.5
> C[C@H](CO)N1C[C@H](C)[C@H](CN(C)C)OCCCC[C@H](C)Oc2ccc(NC(=O)Nc3ccc(F)cc3)cc2C1=O
 : nt | -0.6
> COc1ccc(NC(=O)CNC(=O)c2ccco2)cc1
 : -0.2 | 29.8
> CSc1nsc(SCC(=O)N2CCc3ccccc32)n1
 : 1.3 | 24.9
> COc1ccc(C#Cc2ccc3c(c2)[C@]2(C(=O)N3)[C@H](c3ccc(O)cc3)N3[C@H](c4ccccc4)[C@H](c4ccccc4)OC(=O)[C@H]3[C@@H]2C(=O)NC[C@H](O)c2ccccc2)cc1
 : 6.4 | nt
> O=C(OC1C=C(CO)C2C(OC3OC(CO)C(O)C(O)C3O)OC=CC12O)c1ccc(O)cc1 (configuration not stated)
 : -6.4 | 4.9
> COc1ccc([N+](=O)[O-])cc1NC(=O)CN(c1cc(C(F)(F)F)ccc1Cl)S(C)(=O)=O
 : 0.5 | -7.2
> COC(=O)C(CC#Cc1ccc2c(c1)[C@]1(C(=O)N2)[C@H](c2ccccc2OCCO)N2[C@H](c3ccccc3)[C@H](c3ccccc3)OC(=O)[C@H]2[C@@H]1C(N)=O)C(=O)OC
 : 15.1 | nt
> COc1ccccc1-n1c(SCC(=O)Nc2cccc3ccccc23)nc(O)cc1=O
 : -0.8 | -5.3
> C[C@H](CO)N1C[C@H](C)[C@H](CN(C)Cc2ccccc2)Oc2ccc(NC(=O)Cc3cn(C)c4ccccc34)cc2C1=O
 : 2.6 | nt

(more compounds)
Values in the order – STK33 kin inh | p53 PUMA act
> COc1ccccc1N1CCN(CCC(=O)Nc2ccc(Br)c(C)c2)CC1
 : 1.3 | -10.2
> C[C@@H]1CN([C@@H](C)CO)C(=O)c2cc(NC(=O)Nc3ccccc3)ccc2O[C@@H]1CN(C)S(=O)(=O)c1cn(C)cn1
 : -2.2 | nt
> O=C(C[C@H]1C[C@H]2c3cc(NC(=O)Nc4ccccc4F)ccc3O[C@H]2[C@H](CO)O1)NCc1ccc2c(c1)OCO2
 : nt | -4.0
> N#Cc1ccccc1OCCCn1cnc2ccccc21
 : -2.0 | ?
> COCCOC(=O)N1C(=O)[C@@]2(c3cc(C#CC4=CCCCC4)ccc31)[C@H](C(=O)NC[C@H](O)c1ccccc1)[C@H]1C(=O)O[C@H](c3ccccc3)[C@H](c3ccccc3)N1[C@@H]2c1ccccc1OCCO
 : 8.8 | nt
> O=[N+]([O-])c1ccccc1NCCNS(=O)(=O)c1ccc(Br)cc1
 : -3.3 | -10.5
> COc1ccc(NC(=O)N(C)C[C@@H]2OCc3cn(nn3)CCCC(=O)N([C@H](C)CO)C[C@H]2C)cc1
 : -0.8 | nt
> O=C(CN1C(=O)c2cccc3cccc1c23)Nc1ccc(S(=O)(=O)N2CCOCC2)cc1
 : 7.8 | 2.4
> CCCN(C)C[C@H]1OCCCC[C@@H](C)Oc2ccc(NC(=O)c3ccncc3)cc2C(=O)N([C@H](C)CO)C[C@@H]1C
 : -4.1 | nt
> Cc1ccccc1S(=O)(=O)N(C)C[C@@H]1OCc2ccccc2-c2ccccc2C(=O)N([C@H](C)CO)C[C@@H]1C
 : nt | -5.1
> CCOC(=O)C(Cc1ccc(O)cc1)NC(C)=O (configuration not stated)
 : -3.9 | nt
> C[C@@H]1CCCCO[C@@H](CN(C)C(=O)c2ccncc2)[C@@H](C)CN([C@H](C)CO)C(=O)c2cc(NS(=O)(=O)c3cccs3)ccc2O1
 : -5.2 | nt
> Cc1noc(C)c1S(=O)(=O)Nc1ccc2c(c1)C(=O)N([C@H](C)CO)C[C@H](C)[C@@H](CN(C)CC1CCCCC1)OCCCC[C@@H](C)O2
 : 0.4 | nt
> COc1ccc(S(=O)(=O)Nc2ccc3c(c2)CC(=O)N([C@H](C)CO)C[C@@H](C)[C@H](CN(C)S(=O)(=O)c2ccc(F)cc2)O3)cc1
 : 2.3 | nt
> Cc1ccnc(NS(=O)(=O)c2ccc(NC(=O)c3csc(C)c3)cc2)n1
 : 2.1 | 12.0
> Cc1nn(CC(=O)Nc2cc(Cl)cc(Cl)c2)c(C)c1[N+](=O)[O-]
 : 4.4 | -3.3
> COc1ccc(OC)c(NC(=O)CSc2nnc(-c3ccccc3)n2-c2ccccc2)c1
 : 6.1 | 7.0
> O=C(C[C@@H]1C[C@@H]2c3cc(NC(=O)Cc4ccncc4)ccc3O[C@@H]2[C@@H](CO)O1)NCCN1CCCCC1
 : nt | 5.3
> C[C@H](CO)N1C[C@H](C)[C@H](CN(C)Cc2ccncc2)Oc2ccc(NC(=O)Cc3cn(C)c4ccccc34)cc2C1=O
 : 1.3 | nt
> COc1ccc2c(ccn3cc4c(c(=O)n(C)c(=O)n4C)c23)c1
 : nt | 41.6

The results go on:
Values in the order – STK33 kin inh | p53 PUMA act
> O=C(COc1ccccc1[N+](=O)[O-])Nc1ccc(O)c(-c2nc3ccccc3s2)c1
 : 4.5 | 5.7
> CC(C)(Oc1ccc(Br)cc1)C(=O)O
 : nt | -17.4
> O=C(O)C1CCCCC1C(=O)Nc1ccc([N+](=O)[O-])cc1 (configuration not stated)
 : 0.0 | -3.4
> C[C@@H]1CCCCO[C@H](CN(C)Cc2ccc(C(F)(F)F)cc2)[C@@H](C)CN([C@H](C)CO)C(=O)c2cc(NC(=O)Cc3ccccc3)ccc2O1
 : 0.7 | nt
> COc1cccc2cc(C(=O)C3C(=O)C(=O)N(CCCN(C)C)C3c3ccccc3F)oc12 (configuration not stated)
 : -2.6 | -1.8
> C[C@H](CO)N1C[C@H](C)[C@@H](CN(C)C(=O)Nc2ccc3c(c2)OCO3)Oc2c(NC(=O)C3CCOCC3)cccc2C1=O
 : nt | 6.0
> C[C@H](CO)N1C[C@H](C)[C@@H](CN(C)C)OCCCC[C@H](C)Oc2ccc(NC(=O)C3CCCCC3)cc2C1=O
 : nt | 6.2
> C[C@H](CO)N1C[C@H](C)[C@@H](CN(C)C(=O)CN(C)C)Oc2cc(-c3ccc(C#N)cc3)ccc2S1(=O)=O
 : nt | -3.8
> CC(C(=O)Oc1cccc2cccnc12)N1C(=O)c2ccccc2C1=O (configuration not stated)
 : -1.9 | -14.4
> O=C(NCSCc1cccc(C(F)(F)F)c1)Nc1ccc(F)c(Cl)c1
 : nt | -18.6
> CCOC(=O)c1c(NC(=O)c2ccc(N(C)S(C)(=O)=O)cc2)sc2c1CCCC2
 : 3.8 | 25.3
> Cc1ccc(NC(=O)CN(c2ccc(Br)c(C)c2)S(C)(=O)=O)cc1
 : 7.2 | 3.5
> C[C@@H]1CN([C@H](C)CO)C(=O)CCCn2cc(nn2)CO[C@H]1CN(C)C(=O)c1ccccc1
 : -4.5 | -6.4
> CCCC#Cc1ccc2c(c1)O[C@H](CN(C)C(=O)CN(C)C)[C@@H](C)CN([C@H](C)CO)S2(=O)=O
 : nt | 0.3
> Cc1noc(C)c1C(=O)NCc1ccccn1
 : -1.9 | 8.9
> N#Cc1cc2c(nc1SCC(=O)Nc1ccccc1C(F)(F)F)CCCCC2
 : -0.1 | 25.5
> C[C@H](CO)N1C[C@H](C)[C@H](CN(C)S(=O)(=O)c2ccc(Cl)cc2)Oc2ccc(NC(=O)Nc3ccc4c(c3)OCO4)cc2CC1=O
 : 1.5 | nt
> C[C@@H]1CN([C@@H](C)CO)C(=O)c2cc(NC(=O)CCN3CCOCC3)ccc2O[C@H]1CN(C)C(=O)Nc1cccc2ccccc12
 : nt | -7.1
> COc1ccc(CNC(=O)C[C@H]2C[C@@H]3c4cc(NS(=O)(=O)c5ccc(F)cc5)ccc4O[C@@H]3[C@@H](CO)O2)cc1
 : nt | -1.3
> COc1ccc(S(=O)(=O)N(C)C[C@H]2Oc3ccc(NS(=O)(=O)c4c(C)noc4C)cc3C(=O)N([C@H](C)CO)C[C@H]2C)cc1
 : nt | -13.4

The list continues.
Values in the order – STK33 kin inh | p53 PUMA act
> Cc1ccc(S(=O)(=O)NC(=O)CSc2nc3ccccc3s2)cc1
 : 1.7 | -26.0
> C[C@@H]1CN([C@@H](C)CO)C(=O)Cc2cc(NC(=O)Nc3ccc(C(F)(F)F)cc3)ccc2O[C@@H]1CN(C)Cc1ccc(Oc2ccccc2)cc1
 : 3.3 | nt
> COc1ccc(NC(=O)Nc2ccc3c(c2)C(=O)N([C@@H](C)CO)C[C@H](C)[C@H](CN(C)Cc2ccc(Oc4ccccc4)cc2)O3)cc1
 : 0.3 | nt
> CCCC#Cc1cnc2c(c1)C(=O)N([C@H](C)CO)C[C@H](C)[C@@H](CN(C)C(=O)c1cccnc1)O2
 : nt | 2.8
> C[C@@H]1CN([C@H](C)CO)C(=O)CCCn2nncc2CO[C@@H]1CN(C)S(=O)(=O)c1ccc(-c2ccccc2)cc1
 : -2.2 | nt
> Cc1sc2nc(SCC(=O)c3ccc4c(c3)OCCO4)n(-c3ccccc3)c(=O)c2c1C
 : -2.4 | -0.9
